Source: PubChem BioAssay (National Center for Advancing Translational Sciences (NCATS))
WRN inhibitor: blocks human WRN helicase; Q14191; WRN helicase unwinding, fluorescent forked duplex, kinetic; Potency, µM (doses to about 114 µM), inactives show top-dose activity change, negative = inhibition, most hits filed as inhibitors; hit rate 0.46% among 360,000; AID 651768; further: potency means the concentration at half of the fitted maximal effect; on the % scale 0 is the no-effect control and ±100 the full control effect; nearly all actives have a fitted effect of over 55% in size
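WRN at 20 nM final was preincubated with compound for 15 min at room temperature; reaction started with 100 nM forked duplex oligonucleotide carrying fluorophore and quencher plus 2 mM ATP (final). Unwinding followed kinetically by red fluorescence (ex 525/em 598 nm).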
PLK1 PBD block: PLK1 (human) polo-box domain binding inhibition. P53350. Potency, µM, inactives show max response, negative = inhibition, actives largely listed as inhibitors. hit rate 2.8% among 360,000. Plk1 PBD binding of FITC phosphopeptide, fluorescence polarization; further: potency means the concentration at half of the fitted maximal effect; series mostly up to about 57 µM; on the % scale 0 is the no-effect control and ±100 the full control effect; nearly all actives have a fitted effect of over 65% in size
Target sequence (P53350 whole entry, looked up, the tested form may be a part): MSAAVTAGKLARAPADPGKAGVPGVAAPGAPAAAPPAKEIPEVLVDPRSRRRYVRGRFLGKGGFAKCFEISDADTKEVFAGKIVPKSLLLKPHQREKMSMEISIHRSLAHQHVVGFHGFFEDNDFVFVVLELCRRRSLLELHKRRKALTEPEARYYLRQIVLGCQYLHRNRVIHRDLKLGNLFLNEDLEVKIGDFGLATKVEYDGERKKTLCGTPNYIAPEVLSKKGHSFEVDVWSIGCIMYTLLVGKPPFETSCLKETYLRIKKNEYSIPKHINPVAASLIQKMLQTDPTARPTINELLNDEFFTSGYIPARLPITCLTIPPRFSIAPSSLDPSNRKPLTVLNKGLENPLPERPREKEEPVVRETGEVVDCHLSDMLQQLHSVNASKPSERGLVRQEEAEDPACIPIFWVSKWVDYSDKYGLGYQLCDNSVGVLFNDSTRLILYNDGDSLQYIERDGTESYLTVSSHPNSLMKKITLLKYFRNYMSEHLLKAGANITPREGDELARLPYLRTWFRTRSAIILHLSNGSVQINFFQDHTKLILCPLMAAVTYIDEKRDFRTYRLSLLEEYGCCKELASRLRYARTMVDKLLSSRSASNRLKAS
aSyn rescue: alpha-synuclein toxicity inhibition in yeast; Yeast expressing alpha-synuclein, growth rescue, BacTiter-Glo, 24 h; Potency, µM (titrated, usually from 46.1 µM), for inactives: at the top dose growth rescue (activation), usual class: activators; hit rate 0.14% among 370,000; AID 652106; further: potency means the concentration at half of the fitted maximal effect; % of control where 0% means no effect; nearly all actives have a fitted effect of over 65% in size
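Readout is rescue of growth in alpha-synuclein-expressing yeast, so inhibitors of toxicity appear as activators. Growth after 24 hr at 30 deg C in galactose medium is quantified by luminescence.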
EPAC1 agonist: agonists of human EPAC1. O95398. EPAC1 agonist qHTS, biochemical assay; response scale: 100% = response to 6.5 mM cAMP. Potency, µM (series often up to 154 µM), inactives show top-dose activation, most hits filed as activators. hit rate 0.073% among 360,000. AID 720707; further: potency means the concentration at half of the fitted maximal effect; nearly all actives have a fitted effect of over 60% in size
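EPAC1 100 nM, Rap1B–BODIPY-GDP 250 nM, unlabeled GDP 50 uM; compound titration; 5 min RT; kinetic read ex480/em540 at 5-min intervals ×30 min; data normalized to 6.5 mM cAMP agonist control.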
IL2 activator: activators of IL-2. IL-2 activation reporter assay, cell-based qHTS; stimulated with anti-CD3/CD4/CD28 beads; in transgenic mouse T cells. activation, % (series mostly up to about 46 µM). hit rate 0.065% among 360,000. AID 652025; in the data active means activation above about 50%; inconclusive means mostly about 30% to 49%; further: 0% is about no effect
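Readout is EGFP and DsRed signal by fluorescent plate cytometry after 18 h at 37 degrees C. Transgenic mouse T cells (750/well) received compound for 60 min before bead stimulation (anti-CD3, anti-CD4, anti-CD28); memory T cells served as non-tolerant control.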
Abeta yeast res: restores growth of yeast expressing A-beta42 peptide. hit rate 0.063% among 410,000. yeast expressing A-beta42, growth rescue, OD600, 48 h; response scale: 0% DMSO, 100% iron-clioquinol control. Potency, µM (highest dose often 46.1 µM), inactives show at the top dose growth rescue, actives largely listed as activators. AID 1347071; further: potency means the concentration at half of the fitted maximal effect; nearly all actives have a fitted effect of over 55% in size
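Yeast growth medium received pinned compounds, then yeast cells expressing toxic A-beta were added; plates incubated at 30 C for 48 hr. Growth read as absorbance at 600 nm, normalized to DMSO and equimolar FeCl3 plus clioquinol controls.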
EPAC1 antagonist: EPAC1 (human) antagonism; hit rate 0.14% among 360,000; AID 720709; EPAC1 GEF assay, Rap1b-BODIPY-GDP exchange fluorescence; O95398; Potency, µM (doses to about 115 µM), without a hit: at the top dose activity change, negative = inhibition, hits mostly inhibitors;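 further: potency means the concentration at half of the fitted maximal effect; plate controls were vehicle for no effect and positive control for full effect; nearly all actives have a fitted effect of over 50% in size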
FUS suppressor: suppressors of FUS proteinopathy in yeast | S. cerevisiae FUS-expressing, growth rescue, OD600, 24 h | Potency, µM (doses to about 76.6 µM), for the others: top-dose growth rescue (activation), most hits filed as activators | hit rate 0.24% among 390,000 | AID 1347120;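 further: potency means the concentration at half of the fitted maximal effect; plate controls were DMSO vehicle for no effect and reference control for full effect; nearly all actives have a fitted effect of over 55% in size; some results filed as inactive show a strong effect at the top dose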
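Toxicity suppression screen in FUS-yeast. Cells induced with 2% galactose, starting OD 0.005, treated 24hr at 30C with compounds at multiple final concentrations; growth by OD600.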
PI5P4Ka inh: inhibitors of human PI5P4K alpha; AID 652105; PI5P4Kalpha enzyme, ADP-Glo luminescence, 60 min; hits give low values; max response, %; P48426; hit rate 1.2% among 330,000; active means max response of -50% or lower; inconclusive means between -30% and -50%; inactive means -30% or higher; further: value at the top dose of about 77 µM; on the % scale 0 is the no-effect control and ±100 the full control effect
Target sequence (P48426 whole entry, looked up): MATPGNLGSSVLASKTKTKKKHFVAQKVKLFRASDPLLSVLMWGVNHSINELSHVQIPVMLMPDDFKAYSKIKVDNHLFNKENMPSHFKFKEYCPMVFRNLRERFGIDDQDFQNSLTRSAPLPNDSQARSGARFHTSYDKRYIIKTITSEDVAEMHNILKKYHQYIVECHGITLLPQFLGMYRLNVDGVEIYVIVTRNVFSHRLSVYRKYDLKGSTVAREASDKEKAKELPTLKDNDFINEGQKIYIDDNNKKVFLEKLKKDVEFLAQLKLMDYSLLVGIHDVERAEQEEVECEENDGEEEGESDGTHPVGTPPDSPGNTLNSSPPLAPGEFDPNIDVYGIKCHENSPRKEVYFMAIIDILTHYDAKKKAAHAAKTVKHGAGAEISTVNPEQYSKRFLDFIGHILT
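Reactions run in 0.038 M HEPES pH 7.4, 0.28 mM EGTA, 0.1% CHAPS and 5% DMSO, with PI5P4Kalpha, substrate, compound and 5 microM ATP final, one hour at room temperature. Readout is ADP-Glo luminescence.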
* marks the source's active call; other numbers are inactive results; ? = inconclusive; . = not tested or not shown; & = joins results of further samples; [ ] = dose if it differs, or a comment. Unless noted, the call rests on the fitted dose curve; in most records, active means well fitted curve in the direction sought with a large enough effect; inconclusive means small, poorly fitted or top-dose-only effect, or another doubt; inactive means no such curve, though single readings can be large; an effect the other way counts as inactive or inconclusive.

SMILES	WRN inhibitor	PLK1 PBD block	aSyn rescue	EPAC1 agonist	IL2 activator	Abeta yeast res	EPAC1 antagonist	FUS suppressor	PI5P4Ka inh
CCc1c(C)[nH]c(C(=O)OCc2ccccc2)c1C	-1%	-4%	5%	-4%	-0.4	24%	-18%	-7%	17
COc1ccc([C@H]2CC(=O)C=C(c3ccc(CO)cc3)C2)cc1	-1%	24µM*	6%	2%	1.4	19%	0%	-3%	-5
Fc1ccccc1NC(=S)NNc1ncc(C(F)(F)F)cc1Cl	-3%	-20%	5%	-3%	-0.8	?	-16%	17%	0
Cc1ccc2c(c1)sc(=NC(=O)c1cccs1)n2C	-3%	-3%	-11%	7%	-0.1	-13%	11%	-36%	2
O=C1[C@H](c2ccccc2)[C@@H](c2ccccc2)N1c1ccncc1	-3%	-8%	2%	-11%	0.5	15%	2%	-13%	-8
COc1ccc(-n2nnnc2S(=O)(=O)Cc2ccc(C(=O)O)cc2)cc1	?	30µM*	26%	0%	-3.4	-10%	0%	27%	.
O=C(Nc1ccc2nc3n(c(=O)c2c1)CCCC3)c1cccnc1Cl	1%	19µM*	1%	10%	-0.7	-5%	-21%	-18%	-6
CC(=O)c1ccc(N2CCN(C(=O)c3cc(S(=O)(=O)N4CCOCC4)ccc3C)CC2)cc1	-17%	-3%	4%	-9%	11	11%	-4%	11%	3
O=C(Cn1cnc2c(oc3ccccc32)c1=O)NCC1CCCO1 (stereo not drawn)	-1%	?	8%	10%	1.6	-3%	2%	2%	-1
COc1ccc(NC(=O)/C=C/c2c(Cl)nc3ccccn23)cc1	-8%	-4%	-5%	5%	0.0	-3%	10%	13%	-4
CC1CCCCC1NC(=O)COc1ccccc1C#N (stereo not drawn)	17%	-1%	1%	-8%	-0.3	-1%	17%	-12%	1
CCN(CC)S(=O)(=O)c1cccc(-c2nnc(SC(C)C(=O)NCCC3=CCCCC3)o2)c1 (stereo not drawn)	4%	-8%	-4%	19%	-1.2	8%	0%	?	.
CC(C)(NC(=O)c1ccccc1)c1nc2ccccc2s1	-5%	12µM*	-1%	12%	-0.4	-19%	-29%	12%	-82*
CCCCCn1c(N2CCCC2)nc2c1c(=O)n(C)c(=O)n2C	-5%	-3%	1%	2%	-0.9	-16%	-7%	14%	9
CCCC(=O)Nc1ccc(N2CCN(C(=O)c3cccs3)CC2)cc1	12%	-6%	0%	0%	-1.7	0%	8%	15%	1
Cc1ccc(NC(=O)c2ccc(Cn3cc(Br)cn3)o2)cc1	-7%	-8%	-10%	10%	-1.5	-15%	-7%	23%	-2
COc1ccc(CNS(=O)(=O)CCNCc2ccco2)cc1	3%	-4%	1%	1%	0.9	2%	-16%	-32%	-2
COc1ccc(Nc2oc(COc3ccc(OC)cc3)nc2C#N)cc1	-3%	-10%	1%	12%	-2.3	18%	-20%	3%	0
CCOC(=O)c1c(N)n[nH]c1-c1ccccc1	-16%	-10%	-1%	7%	-1.3	9%	-9%	28%	.
O=c1oc(-c2ccccc2)nc2ccsc12	0%	-9%	3%	2%	1.2	-14%	-3%	16%	-2
Cc1cc(C)cc(N(CCC#N)C(=O)CSC2=Nc3ccccc3C3CC=NN23)c1 (stereo not drawn)	-11%	-7%	?	14%	-2.0	17%	-27%	?	1
O=C(Cn1nnc2ccccc2c1=O)Nc1ccc2c(c1)CCC2	-4%	-6%	-1%	9%	-1.3	-5%	-10%	25%	.
Cc1cc(SCC(=O)NCCC2=CCCCC2)nc2ccccc12	-25%	?	22%	-1%	-4.7	-3%	-28%	.	13
COc1ccc(C/C(N)=N/OC(C)=O)cc1OC	-2%	2%	-1%	-4%	-0.4	0%	5%	.	-6
Cc1cccc(N2CCN(C(=O)c3ccc4ccccc4c3)CC2C)c1 (stereo not drawn)	-16%	-3%	17%	2%	-2.6	-25%	-18%	.	-7
CCCCOc1ccc(N(CC(=O)NC2CCCCC2)C(=O)CCC(=O)Nc2ccccn2)cc1	1%	5%	2%	-7%	0.0	-1%	-7%	-11%	-6
COc1ccccc1NC(=O)COc1coc(CN2CCN(c3ccccc3)CC2)cc1=O	-1%	-8%	-4%	2%	-2.6	16%	-5%	10%	0
COC(=O)c1ccc(C2c3c(oc4ccccc4c3=O)C(=O)N2CCCN2CCOCC2)cc1 (stereo not drawn)	0%	?	1%	-1%	-1.9	6%	-9%	0%	-3
COc1ccc(N2CCN(CC(=O)Nc3nc(C)cs3)CC2)cc1	?	-9%	1%	-4%	4.2	-19%	12%	9%	-1
C=CCNC(=S)N/N=C(\C)c1ccc(OC)cc1	-1%	-6%	-8%	-6%	-4.4	?	-4%	12%	-2
O=c1ccc(-c2ccccc2)nn1Cc1ccc(F)cc1Cl	-8%[57.1 µM]	-9%	20%	-8%	-2.4	-20%&-12%	2%	12%&8%	8
CCOc1ccc(C(=O)NC(=S)NCc2cccnc2)cc1	-24%	2%	-2%	3%	0.1	10%	2%	.	13
CCCN(C(=O)CSc1cc(-c2ccccc2)c2ccc(OC)cc2n1)C1CCS(=O)(=O)C1 (stereo not drawn)	-1%	5%	1%	5%	0.0	0%	3%	.	11
COc1cc(CCC(=O)Nc2nnc(C)s2)cc(OC)c1OC	8%	-8%	-2%	5%	-0.6	-3%	?	4%	-8
COc1ccccc1NS(=O)(=O)c1cc(NC(=O)c2cccs2)ccc1N1CCOCC1	-14%	1%	2%	-2%	-2.1	5%	?	-8%	4
COc1cc(/C=C2\C(=N)N3N=CSC3=NC2=O)cc(Br)c1OC(=O)c1ccco1	-5%	?	10%	-17%	3.6	-9%	-2%	9%	-81*
CC(=O)Nc1cc(N=Cc2ccc(O)cc2O)c(Cl)cc1Cl	4%	-5%	?	11%	-3.0	3%	-26%	.	?
Cc1cc(/C=C2/NC(=O)NC2=O)c(C)n1-c1ccc(C#N)cc1	-10%[57.1 µM]	19µM*	3%	4%	-0.2	-14%	-16%	0%	?
COc1cccc(N2CCN(S(=O)(=O)c3cccc4cccnc34)CC2)c1	-9%	-5%	1%	15%	-2.7	9%	2%	-5%	0
COC(C/C=C\[C@H](O)[C@@H](C)OCc1ccccc1)OC	3%	0%	2%	8%	0.7	-1%	-6%	-8%	0
Cc1ccc(NC(=O)CCC(=O)NNC(=O)C(c2ccccc2)c2ccccc2)c(C)c1	-1%	-6%	-5%	2%	-1.9	-6%	-4%	58%	.
C=CCOc1ccc(/C(CC)=N/O)c(OC)c1	4%	-7%	3%	3%	-0.2	6%	-16%	-1%	0
CC(C)/C=N\NC(=O)CCCCC(=O)N/N=C/C(C)C	-1%	-9%	-9%	9%	1.6	0%	-6%	-12%	1
CCOc1cccc2cc(C(=O)N3CC(C)OC(C)C3)c(=O)oc12 (stereo not drawn)	2%	-9%	0%	6%	-0.4	0%	3%	-18%	1
Cc1cc(NC(=O)CN2CCN(S(=O)(=O)c3ccc4ccccc4c3)CC2)no1	5%	-6%	17%	11%	1.1	3%	0%	2%	-4
CCN1C(=O)[C@H]2[C@@H](c3ccc(Cl)cc3)N3C(=O)CN(CC4CC4)C(=O)[C@@]3(Cc3ccccc3)[C@H]2C1=O	-4%	-5%	1%	-25%	-0.2	6%	11%	-11%	-9
COc1ccc(CONc2ncnc3nonc23)cc1[N+](=O)[O-]	-4%	-12%	2%	-2%	1.4	-2%	-10%	6%	1
Cc1ccc(S(=O)Cc2ccc(C(=O)N3CCN(C(=O)c4ccco4)CC3)o2)cc1 (stereo not drawn)	4%	-5%	-4%	-11%	-1.0	3%	-1%	4%	-8
O=C(CN1CCCCC1)Nc1ccccc1-c1ccccc1	-1%	-9%	-6%	6%	-2.5	-6%	-2%	-19%	.
CCN1C(=S)N[C@@H](CCc2ccccc2)C(C(=O)OC)=C1C	-4%	1%	5%	8%	-0.2	19%	-3%	11%	8

Two compounds from above, reduced to WRN inhibitor and FUS suppressor:
| Compound | WRN inhibitor | FUS suppressor |
| --- | --- | --- |
| COc1ccc(CONc2ncnc3nonc23)cc1[N+](=O)[O-] | -4% | 6% |
| CCN1C(=S)N[C@@H](CCc2ccccc2)C(C(=O)OC)=C1C | -4% | 11% |

(continued)
SMILES	WRN inhibitor	PLK1 PBD block	aSyn rescue	EPAC1 agonist	IL2 activator	Abeta yeast res	EPAC1 antagonist	FUS suppressor	PI5P4Ka inh
Cc1c(C(=O)N(C)CCC#N)oc2ccc(S(=O)(=O)N3CCOCC3)cc12	-6%	?	-2%	15%	-3.0	3%	12%	3%	0
CCOC(=O)c1cnn(-c2ncnc3sc4c(c23)CCC4)c1N	-8%	-3%	15%	9%	1.6	-5%	12%	-19%	.
CCCCCC(=O)N1C[C@H](O)[C@@H](n2cc(-c3ccc(F)cc3)nn2)C[C@@H]1c1ccccc1	-3%	-3%	-7%	6%	-2.4	0%	9%	6%	-1
O=C(CCCCCNC(=O)c1ccccc1)N/N=C/c1ccco1	-17%	-12%	2%	-5%	-2.9	-3%	-7%	-2%	-11
CCOC(=O)N1CCN(C(=O)COC(=O)Cc2ccc(OC)cc2)CC1	6%	-14%	0%	10%	0.8	-6%	8%	-2%	-11
Cc1cc(OCC(=O)Nc2ccccn2)c2c(C)c(C)c(=O)oc2c1	-2%	6%	-2%	1%	0.4	-29%	-6%	-11%	3
COc1ccc(NC(=O)Cn2c(-c3ccccc3)cc(C(C)=O)c2C)c(OC)c1	-7%	-4%	1%	9%	0.0	-9%	8%	26%	8
CN(CC(=O)Nc1ccc(SC(F)F)cc1)C1CCCCC1	-9%	-12%	3%	5%	0.5	-1%	1%	0%	7
N#Cc1ccc(/C=N/NC(=O)CCc2ccc(S(=O)(=O)N3CCOCC3)cc2)cc1	-14%	-3%	3%	4%	-1.5	11%	-10%	-12%	5
CCCn1c(N2CCN(S(=O)(=O)Cc3ccccc3)CC2)nc2ccccc21	-7%	-2%	-2%	-6%	-1.8	-6%	6%	?	1
